From PubChem BioAssay
Pf apPOL inh: Pf-apPOL inhibitors, biochemical, fluorescence. Plasmodium falciparum apicoplast DNA polymerase (apPOL). Recombinant Pf-apPOL, molecular beacon fluorescence, 1.5 h. inhibition, % at 10 µM. 210,000 compounds, 0.25% hits
mHTT CaM bind: mutant huntingtin-calmodulin interaction inhibitors – biochemical, AlphaScreen, primary screen. AlphaScreen His-mHTT/GST-CaM binding, luminescence. 190,000 compounds, 3.6% hits. inhibition, % at 15 µM. P42858. AID 1671202, 2021;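 further: 0% = both proteins with DMSO and 100% = one protein alone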
Starred values were filed as active, the others as inactive; i = inactive; / = no result given; & = joins results of further samples. No stated cut-off is given here; in the data, active means inhibition above about 50%; inactive means the rest.

Preview, 4 compounds:
Screens in order – Pf apPOL inh, mHTT CaM bind
[1] CC(C)c1ccc(OCC(=O)O/N=C(\N)c2cccnc2)c(Br)c1
→ 6, i
[2] NC(=O)c1c(NC(=O)CN2C(=O)CCC2=O)sc2c1CCCCC2
→ -3, -11
[3] CCCCC#Cc1cncc(C(=O)NNC(=O)c2ccccc2)c1
→ -8, /
[4] COc1ccc(C2=N/C(=C\c3ccc(F)cc3)C(=O)O2)c(Cl)c1
→ -1, -4

Results, from the first entry:
Screens in order – Pf apPOL inh, mHTT CaM bind
[1] CC(C)c1ccc(OCC(=O)O/N=C(\N)c2cccnc2)c(Br)c1
→ 6, i
[2] NC(=O)c1c(NC(=O)CN2C(=O)CCC2=O)sc2c1CCCCC2
→ -3, -11
[3] CCCCC#Cc1cncc(C(=O)NNC(=O)c2ccccc2)c1
→ -8, /
[4] COc1ccc(C2=N/C(=C\c3ccc(F)cc3)C(=O)O2)c(Cl)c1
→ -1, -4
[5] Cc1cccc(-n2c(-c3ccc(F)cc3)cn3c4c(=O)n(C)c(=O)n(C)c4nc23)c1
→ -3, -3
[6] N#Cc1nc(COc2ccc(Br)cc2)oc1NCCN1CCOCC1
→ -6, 8
[7] CCOc1ccc(C(=O)Nc2ccc3nn(-c4ccccc4)nc3c2)cc1[N+](=O)[O-]
→ 0, 2
[8] CCOC(=O)C(C#N)=CN1CCN(c2ccc(C(F)(F)F)cc2[N+](=O)[O-])CC1
→ -50, /
[9] Cc1ccc(SC2CC(=O)N(c3ccccc3)C2=O)cc1 (centres undefined)
→ 0, -3
[10] Cc1nc(CCNC(=O)C2CCCN2C(=O)c2cccc(Br)c2)cs1 (centres undefined)
→ -4, -7
[11] COc1ccccc1NC(=O)C(=O)NCCN1CCNCC1
→ -2, 2
[12] Cc1cc(C)n(CCNC(=O)Nc2ccccc2C)n1
→ 12, -7
[13] COc1ccccc1-n1nc(C(=O)Nc2ccc(F)c(Cl)c2)c2ccccc2c1=O
→ -4, -4
[14] O=c1[nH]nc(SCCS(=O)(=O)c2ccc(F)cc2)n1Cc1ccco1
→ 1, /
[15] O=C1CSC(c2ccc([N+](=O)[O-])cc2)N1c1ccc(F)c(Cl)c1 (centres undefined)
→ -1, 8
[16] COc1cc(OC)c(C2Oc3ccccc3C3CC(c4cccs4)=NN32)cc1OC (centres undefined)
→ -7, 52*
[17] CC1CCCN(c2nc(Nc3ccccc3F)nc(Oc3ccc(F)cc3)n2)C1 (centres undefined)
→ 0, 0
[18] CCc1ccc(N2C(=O)NC(=O)/C(=C\c3ccc(OCC(=O)O)c(Br)c3)C2=O)cc1
→ 0, 3
[19] Cc1cc(C(F)F)nc(S[C@H]2C/C(=N/O)[C@@H]3OC[C@H]2O3)n1
→ /, i
[20] O=C(Nc1ccc(F)cc1)N1CCOc2ccc(Cl)cc21
→ -2, -17
[21] O=C1c2ccccc2C(=O)N1CSc1n[nH]c(-c2ccccc2)n1
→ 0, 3
[22] CC(C)(C)c1ccc(C(=O)N2CCCCC2CCN2CCCC2)cc1 (centres undefined)
→ -14, 1
[23] CC(C)Cc1ccc(S(=O)(=O)N2c3ccccc3CC2C)cc1 (centres undefined)
→ -5, -96
[24] CC(NC(=O)C1CCCN(S(=O)(=O)N2CCCCCC2)C1)c1ccccc1 (centres undefined)
→ -7, -4
[25] Brc1ncnc2nc[nH]c12
→ /, -5
[26] CC1(C)CC(=O)C2=C(C1)OC(N)=C(C#N)C2c1ccccc1F (centres undefined)
→ -8, -4
[27] O=C(O)COc1ccc2c(=O)c(-c3ccc(Cl)cc3)coc2c1
→ -1, 9
[28] Cc1cccc(NC(=O)c2cc3cc(Cl)cc(Cl)c3oc2=O)c1
→ -4, 1
[29] CCOc1ccccc1NC(NC(=O)c1ccco1)C(=O)c1ccc(Cl)cc1 (centres undefined)
→ -4, 43
[30] COc1cc2c(cc1OC)C(C(=O)N1CCOCC1)C(c1cccs1)N(C)C2=O (centres undefined)
→ 0, -1
[31] COc1ccc(/C=C2/N=C(c3ccc(-c4ccccc4)cc3)OC2=O)c(OC)c1
→ -4, 2
[32] COc1cc(NS(=O)(=O)c2ccc(NC(=O)c3cccc([N+](=O)[O-])c3)cc2)nc(OC)n1
→ -3&-27, 4&-1
[33] O=C(NC1CCCCC1)c1ccc(Cl)c(S(=O)(=O)N2CCCCC2)c1
→ -1, -5
[34] O=[N+]([O-])c1ccc(N2CCN(C/C=C/c3ccccc3)CC2)cc1
→ 2, 32
[35] N#CC1(c2ccccc2)CCc2c(sc3ncnc(Cl)c23)C1 (centres undefined)
→ -1, -2
[36] O=C(NCc1ccc2c(c1)OCO2)C(=O)NCC1CCN(Cc2cccs2)CC1
→ -8, -3
[37] Cc1ccc(S(=O)(=O)NN=Cc2nccs2)cc1
→ -8, /
[38] CCOC(=O)c1cnc2nc(C)ccc2c1N1CCCCC1
→ 1, 5
[39] C=CCNC(=O)COc1ccccc1
→ -1, -4
[40] CCc1cccc(C)c1NC(=O)COc1cc(C)c(Cl)c(C)c1
→ 1, 0
[41] CCCN(C(=O)c1cc2cc3ccc(OC)cc3nc2o1)c1ccc(F)cc1
→ -1, 6
[42] O=C(Nc1ccc(C(=O)N2CCCC2)cc1)C1COc2ccccc2O1 (centres undefined)
→ 0, -1
[43] O=C(CSc1ccc2nnc(CCNC(=O)c3ccccc3)n2n1)Nc1nccs1
→ -6, -3
[44] Cc1ccc(C2C3=C(Nc4[nH]c(=O)[nH]c(=O)c42)c2ccccc2C3=O)cc1 (centres undefined)
→ -6, 3
[45] O=C(Nc1ccc(Cl)cc1)c1cc(S(=O)(=O)NCc2ccccc2)ccc1F
→ 40, -2
[46] COc1ccc(NC(=O)C2CCN(c3cn[nH]c(=O)c3)CC2)cc1
→ -4, 2
[47] O=C(NCc1ccc(F)cc1)c1cc2c(s1)CCN(C(=O)c1ccccc1)C2
→ -2, -1
[48] CCOC(=O)C(C#N)=NOC(=O)c1c(-c2c(Cl)cccc2Cl)noc1C
→ -2, /
[49] O=C(c1ccc(-c2cccnc2)nc1)N1CCN(c2ccc(Cl)cc2)CC1
→ -5, 0
[50] O=[N+]([O-])c1cccc(CN2CCCC2)c1
→ -2, -4
[51] Cc1nc2nc(SCC(=O)NCc3ccccc3)nn2c(C)c1Cc1ccccc1F
→ -6, 21
[52] O=[N+]([O-])c1cccc(CSc2nnc(-c3ccncc3)o2)c1
→ -5, 0
[53] COc1ccc(CC(=O)NCc2cn[nH]c2-c2ccc(C)cc2)cc1
→ -5, -2
[54] CC(O)(CC(=O)O)C12CC3CC(CC(C3)C1)C2 (centres undefined)
→ -4, 1
[55] O=C(/C=C1\NC2(CCCC2)Cc2ccccc21)Nc1ccccc1Cl
→ -5, 1
[56] COc1ccc(C2SCC(=O)N2c2ccc(OC)cc2)cc1 (centres undefined)
→ -3, -1
[57] O=C(Nc1ccccc1)N1CCN(Cc2nc3cccnc3n2-c2ccccc2)CC1
→ 0, 4
[58] O=C(Nc1ccc(N2CCCCC2)cc1)c1cccs1
→ -15&-24, /
[59] CCCn1c(C(=O)NCC2CCCO2)cc2sc(Br)cc21 (centres undefined)
→ -4, 60*
[60] O=C(NC1CCCCCC1)C1c2ccccc2C(=O)N1CCCN1CCCC1 (centres undefined)
→ -14, -5

Continued.
Screens in order – Pf apPOL inh, mHTT CaM bind
[61] O=C1c2ccccc2C(=O)N1CC(=O)n1nnc2ccccc21
→ -6, -3
[62] COc1nccnc1NC1CCN(C(=O)c2cnccn2)CC1
→ -2, 3
[63] COc1ccc(C(=O)N2CCN(c3ccc(C)cc3C)C(=O)C2C)cc1 (centres undefined)
→ -5, 0
[64] CC(=O)c1cccc(N2CN=c3s/c(=C\c4ccco4)c(=O)n3C2)c1
→ -2, 23
[65] CCN(c1ccccc1)S(=O)(=O)c1ccc(C(=O)Nc2nnc(C)o2)cc1
→ -33, 31
[66] Cc1ccc(OCC(=O)N2CCC(C(N)=O)CC2)cc1C
→ -2, 3
[67] COCCn1c(C2CCCNC2)n[nH]c1=O (centres undefined)
→ -14, -6
[68] Cc1cccc(CC(=O)N2CCN(c3nc4ccccc4n(C)c3=O)CC2)c1
→ -2, -6
[69] C=C(C)c1ccccc1NC1=NS(=O)(=O)c2ccccc21
→ -10, -3
[70] Cc1scc2nc(C(=O)N3CCCC3)nc(N3CCOCC3)c12
→ -5, 0
[71] Nc1cnn(COc2ccc(F)cc2Cl)c1
→ /, 2
[72] O=C(c1ccc(F)cc1)N1CCN(C2=NS(=O)(=O)c3ccccc32)CC1
→ -5, 1
[73] Cc1cc(C)c(S(=O)(=O)N2CCC(c3noc(-c4ccc(F)cc4)n3)CC2)c(C)c1
→ -6, -9
[74] COc1ccc([N+](=O)[O-])cc1NC(=O)COc1cc(C)cc(C)c1
→ -5, 2
[75] Cc1noc(C)c1C1CCCN1C(=O)C(C)C (centres undefined)
→ 1, -5
[76] CSc1ccccc1C(=O)NCC1CC(=O)N(c2ccc(F)cc2)C1 (centres undefined)
→ 0, -5
[77] O=C(CCN1C(=O)c2ccncc2C1=O)NCc1ccc(F)cc1
→ -1, -2
[78] COc1cccc(NC2=C(N3CCOCC3)C(=O)c3ccccc3C2=O)c1
→ 14, 38
[79] CCCCN(CC)S(=O)(=O)c1ccc(F)c(C(=O)Nc2ccc(Cl)c(Cl)c2)c1
→ -4, -4
[80] COC(=O)c1cc(Nc2ccc(N(C)C)cc2)c2ccccc2n1
→ -6, -2
[81] COc1ccc(CN2CCN(Cc3ccc([N+](=O)[O-])cc3)CC2)c(OC)c1
→ -4, 10
[82] CCCCCCCCN1CCS(=O)(=O)N(Cc2ccc(Cl)cc2)C(C(=O)OC)C1 (centres undefined)
→ -3, -19
[83] COc1ccc(-n2nnnc2-c2ccccc2)cc1
→ -6, 0
[84] CCOC(=O)N1CCN(C(=O)CSc2nnc(NC(=O)c3cc(C)on3)s2)CC1
→ -5, -8
[85] O=C(NNC(=S)Nc1cccc(C(F)(F)F)c1)c1ccc(OC(F)(F)F)cc1
→ -270, /
[86] Cc1ccccc1NC(=O)NCC1CCN(Cc2cccs2)CC1
→ -4, -12
[87] Cc1cc(NS(=O)(=O)c2ccc(F)cc2C)ccc1N1CCCC1=O
→ 2, -4
[88] CCSc1nnc(NC(=O)c2ccc(C)o2)s1
→ -20, 4
[89] COc1cccc(C=C2Oc3cc(OCC(=O)OC(C)(C)C)ccc3C2=O)c1OC
→ 0, 0
[90] Cc1nnc(Sc2cc(C(=O)NCCCN3CC(C)CC(C)C3)c3ccccc3n2)s1 (centres undefined)
→ -18, -4
[91] CCc1cccc(NC(=O)N2CCCC2c2nc(-c3ccc(OC)cc3)no2)c1 (centres undefined)
→ 1, -10
[92] COc1ccc(NC(=O)C(=O)NCC(O)c2cccc3ccccc23)cc1Cl (centres undefined)
→ -7, -15
[93] CCOC(=O)Cc1ccc(NC(=O)N2CCCC2c2ccc(Cl)cc2)cc1 (centres undefined)
→ -3, -4
[94] Cc1ccc2ncn(C3CCN(C(=O)Nc4ccc(C)c(C)c4)CC3)c(=O)c2c1
→ -2, 16
[95] COc1ccccc1Cc1noc(C2CN(C(=O)C3CCN(S(C)(=O)=O)CC3)C2)n1
→ -9, -8
[96] CCCc1nnc(NC(=O)c2cccnc2)s1
→ 4, -2
[97] O=C(NCc1csc(C2CCCN(C(=O)c3ccc(F)cc3Cl)C2)n1)C1CCC1 (centres undefined)
→ 2, 10
[98] c1ccc(Sc2ncnc3c2sc2ncccc23)cc1
→ 0, /
[99] Cc1[nH]n(-c2ccccc2)c(=O)c1C(c1ccco1)c1c(C)[nH]n(-c2ccccc2)c1=O
→ -7, 54*
[100] Cc1c(NC(=O)CCCCCN2C(=O)c3ccccc3C2=O)c(=O)n(-c2ccccc2)n1C
→ 2, 1
[101] CCn1cc(S(=O)(=O)NCc2c(Br)cnn2CC)c(C)n1
→ /, -1
[102] Cc1ccc(CNC(=O)c2csc3c2CCCC3)cc1
→ -3, -4
[103] CC(C)N1CCc2c(sc(N)c2C#N)C1
→ /, 4
[104] Cc1noc(C2CCCCN2C(=O)C2CCCC2)n1 (centres undefined)
→ -4, -15
[105] CCCC12CN3CC(C)(CN(C1)C31C(=O)Nc3ccccc31)C2=O (centres undefined)
→ 11, 8
[106] O=C1c2ccccc2C(=O)C1C1c2ccccc2Oc2ccccc21
→ 8, /
[107] O=C(COC(=O)c1ccccc1C(=O)c1ccccc1)c1ccc(Cl)cc1
→ -8, /
[108] O=C(NCc1ccc(F)cc1F)c1csc(C(=O)NC2CC2)n1
→ -16, -16
[109] Cc1nc2ccc(S(=O)(=O)NCc3ccc(C(C)(C)C)cc3)cc2s1
→ -3, 23
[110] CC(C)NC(=O)CCCN1C(=O)c2ccccc2C1=O
→ -11, 2
[111] CCOc1ccccc1NC(=O)CN(c1cc(Cl)ccc1C)S(C)(=O)=O
→ 4, 11
[112] Oc1ccc(Br)cc1C=Nc1ccc2n[nH]nc2c1
→ 4, /
[113] CCc1ccc(C2C=C(c3ccc(Br)cc3)Nc3ncnn32)cc1 (centres undefined)
→ -5, -1
[114] O=C(NC(C(=O)N1CCCC1)C12CC3CC(CC(C3)C1)C2)c1ccc(Cl)cc1 (centres undefined)
→ -13, 1
[115] COCCn1cc2c3c(cccc31)CN(C(=O)Nc1cc(OC)ccc1OC)CC2
→ -4, 17
[116] CCOc1ccc(C(=O)N2CCOCC2)cc1
→ 2, -1
[117] OCc1cn(-c2ccccc2)nc1-c1ccc(Cl)cc1
→ 0, -21
[118] O=C(NCC1CCN(C(=O)c2cc3ccccc3o2)CC1)c1cc(Cl)ccc1Cl
→ -4, -5
[119] O=C(Nc1ccc(N2CCN(Cc3ccccc3)CC2)nc1)C1CC1
→ 2, 10

From entry 107 to 111, copied from above:
Screens in order – Pf apPOL inh, mHTT CaM bind
[107] O=C(COC(=O)c1ccccc1C(=O)c1ccccc1)c1ccc(Cl)cc1
→ -8, /
[108] O=C(NCc1ccc(F)cc1F)c1csc(C(=O)NC2CC2)n1
→ -16, -16
[109] Cc1nc2ccc(S(=O)(=O)NCc3ccc(C(C)(C)C)cc3)cc2s1
→ -3, 23
[110] CC(C)NC(=O)CCCN1C(=O)c2ccccc2C1=O
→ -11, 2
[111] CCOc1ccccc1NC(=O)CN(c1cc(Cl)ccc1C)S(C)(=O)=O
→ 4, 11
